sdo1 growth: restores growth of sdo1-depleted yeast. S. cerevisiae sdo1-depleted JHY4D growth rescue, OD600 30 h; stronger effect = higher value; pdr5 snq2 efflux-pump mutant strain. z-score at 10 µM. actives 0.21% (n = 140,000). AID 817;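 active means z-score above 3 at both the 24 hr and the 30 hr optical density reads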;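 further: z-score against mean and SD of all compound wells on the same plate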
Insulin prom inh: TRM-6 insulin promoter activity inhibition | TRM-6 cells (human fetal islet line), insulin promoter-eGFP reporter, imaging; reporter expression induced with tamoxifen | inhibition, % at 2 µM | actives 0.9% (n = 130,000) | AID 1273;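 active means inhibition above the mean plus 3 SD, with well images judged a real hit on visual review, cut at about 60% in these data, passing the limit was not always enough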
sdo1 growth Rescue 24 h: recorded beside sdo1 growth, whose call it bears; z-score; S. cerevisiae sdo1-depleted JHY4D growth rescue, OD600; measured here: growth rescue at 24 h;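 0 is the plate mean of compound wells and units are plate SD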
* hit, by the source's call; i = inactive; . = no result given.

Insulin prom inh,sdo1 growth Rescue 24 h,sdo1 growth,structure
-9,.,.,Cc1cc(C(F)(F)F)n(-c2nc(C(=O)O)cs2)n1
24,-0.08,-0.04,COc1ccccc1/C=C/C=N/NC(=O)c1ccncc1
.,-0.9,0.27,CCc1c(C)nc(N)n2c(SCC(=O)Nc3ccccc3OC)nnc12
.,-0.3,-1.5,Cn1cccc1C(=O)OCc1cc(Cl)cc2c1OCOC2
-11,-1.1,-1.3,CCCCn1c(-c2csc3ccccc23)n[nH]c1=S
-67,-0.21,0.23,Cc1noc(C)c1C(=O)NCc1ccco1
-7,0,-0.12,Oc1cccc2c(NC(=S)Nc3ccc(SC(F)F)cc3)cccc12
-53,0.46,1.1,Cc1c(Cl)cnc(NC(=O)COC(=O)c2cccc(S(=O)(=O)N3CCc4ccccc4C3)c2)c1Cl
.,0.94,0.47,Cn1c(NCCCN2CCOCC2)nc2c1c(=O)n(Cc1ccc(Cl)cc1Cl)c(=O)n2C
27,.,.,Cc1cc([N+](=O)[O-])nn1CCC(=O)Nc1nccs1
-13,0.05,-0.18,CCOC(=O)C1(S(=O)(=O)c2ccc(Cl)cc2)CCN(Cc2ccccc2)CC1
.,-1,-0.98,Cn1c(/C(C#N)=C2/CCCCCN2)nc2ccccc21
24,1.8,1.8,O=C(c1ccc(O)cc1)c1ccc(C(=O)O)c(C(=O)O)c1
71*,.,.,O=[N+]([O-])c1cccc(/C=N/Nc2nc(N3CCCCC3)nc(N3CCCCC3)n2)c1
.,-0.08,0.01,CCOCCCNc1nc2c(c(=O)n(C)c(=O)n2C)n1CCCc1ccccc1
.,0.24,-0.15,O=C(c1ccccc1)N(NC(=O)C(O)(c1ccccc1)c1ccccc1)c1cccc(F)c1
50,0.03,0.28,NS(=O)(=O)c1ccc(-n2ncc3c(=O)[nH]c(SCC(=O)Nc4nccs4)nc32)cc1
-46,-0.76,-0.46,CN(C)CCn1c(=O)n(Cc2ccco2)c(=O)c2c3c(sc21)CCCCC3
7,.,.,O=c1[nH]c2cccnc2n(CCNc2ncc(C(F)(F)F)cc2Cl)c1=O
-13,.,.,C=CCn1c(SCC(=O)O)nc2sc(CC)cc2c1=O
80*,-1.6,-0.67,CC(=O)Nc1ccc(NC(=O)Cc2ccc(S(=O)(=O)N3CCCCC3)s2)cc1
-8,.,.,CCOC(=O)Cn1nc(C)c(NC(=O)c2cccc([N+](=O)[O-])c2)c1C
15,-0.15,0.38,CC(C)C(=O)Nc1cccc(C(=O)Nc2ccc3c(c2)OCO3)c1
45,.,.,CN1/C(=C/C=C(C#N)C#N)C(C)(C)c2ccccc21
16,0.28,-1,O=S(=O)(Cc1cc(-c2ccc(Cl)cc2)no1)c1ccccc1
-52,-0.78,-1.1,Cc1ccc(C)c(NC(=O)c2sc(Cl)nc2-c2ccccc2)c1
-82,.,.,N#Cc1cc(Sc2ccccn2)c([N+](=O)[O-])cc1C#N
-143,-1.4,-0.9,COc1ccc(CC(=O)OCC(=O)N2N=C(c3ccccc3)CC2c2ccc(OC)cc2)cc1 (stereo not given)
38,0.41,0.65,CC(C)(C)NC(=O)Nc1ccccc1C(N)=O
-67,.,.,COc1ccc(/C(O)=C2/C(=O)C(=O)N(CC3CCCO3)C2c2ccc(O)c(OC)c2)cc1 (stereo not given)

Compounds above containing an NH in an aromatic ring (three):
Insulin prom inh,sdo1 growth Rescue 24 h,sdo1 growth,structure
-11,-1.1,-1.3,CCCCn1c(-c2csc3ccccc23)n[nH]c1=S
50,0.03,0.28,NS(=O)(=O)c1ccc(-n2ncc3c(=O)[nH]c(SCC(=O)Nc4nccs4)nc32)cc1
7,.,.,O=c1[nH]c2cccnc2n(CCNc2ncc(C(F)(F)F)cc2Cl)c1=O

An excerpt from above in order of length of the SMILES, low to high.
Insulin prom inh,sdo1 growth Rescue 24 h,sdo1 growth,structure
.,-1,-0.98,Cn1c(/C(C#N)=C2/CCCCCN2)nc2ccccc21
-8,.,.,CCOC(=O)Cn1nc(C)c(NC(=O)c2cccc([N+](=O)[O-])c2)c1C
-53,0.46,1.1,Cc1c(Cl)cnc(NC(=O)COC(=O)c2cccc(S(=O)(=O)N3CCc4ccccc4C3)c2)c1Cl

The listing continues:
Insulin prom inh,sdo1 growth Rescue 24 h,sdo1 growth,structure
-27,-0.48,-0.68,CCOC(=O)c1c(-c2ccc(C)s2)csc1NC(=O)c1cccs1
.,1.4,1.4,Cc1nc(CCNC(=O)COc2ccccc2)cs1
13,0.05,-0.2,Clc1ccc(-c2csc3ncnc(N4CCc5ccccc5C4)c23)cc1
0,1.1,0.22,O=C(N/N=C/c1ccc2c(c1)OCO2)c1cc(-c2ccccc2)nc2ccccc12
-78,.,.,CSCc1nc2scc(-c3ccccc3)c2c(=O)[nH]1
-41,.,.,O=C(CCC(=O)c1cccs1)NCc1ccncc1
28,-0.34,0.05,CCOc1cc(/C=N/NC(=O)c2ccncc2)cc(Cl)c1OS(C)(=O)=O
-24,-0.3,-0.02,COc1ccc(CNC(=O)C(=O)NCC2CCCO2)cc1 (stereo not given)
0,0.25,1,Nc1c(NCc2ccccc2)c(=O)[nH]c(=O)n1Cc1ccccc1
7,-0.41,-1.8,CSc1ccc(/C=C(\C#N)C(=O)NC2CCCCC2C)cc1 (stereo not given)
.,-1.5,-0.21,CCOC(=O)N1CCN(CC(=O)c2c(C)[nH]c3ccccc23)CC1
6,.,.,O=C(Oc1c(Br)cc(Br)c2cccnc12)N1CCCCC1
56,-0.48,0.21,COc1ccc(C)cc1N(CC(=O)Nc1cccc(N(C)S(C)(=O)=O)c1)S(C)(=O)=O
-25,-1.4,-1.2,CCOc1cc(/C=N/NS(=O)(=O)c2ccccc2)ccc1OS(=O)(=O)c1ccc(C)cc1
.,-0.67,0.03,O=c1c2ccccc2nnn1CSc1nnc(-c2cccnc2)n1-c1ccccc1F
-35,-0.69,-0.22,COc1ccc(C(=O)N2CCN(C3CCC(c4ccccc4)CC3)CC2)cc1OC (stereo not given)
-10,-0.17,0.3,CCN1CCN(C2=C(Cl)C(=O)N(Cc3ccccc3)C2=O)CC1
0,0.18,-0.06,COCCCNC(=O)NC(=O)c1ccccc1
-78,-0.16,0.09,CCCCCCOc1ccc(OC(=O)c2ccncc2)cc1
7,1.5,0.8,O=C(O)CCCC(=O)N1N=C(c2ccccc2)CC1c1ccc2nccnc2c1 (stereo not given)
0,-1.3,-1.2,CCOc1cc(/C=N/O)ccc1OS(=O)(=O)c1ccc(C)cc1
67,2.7,1.8,O=C(Nc1nnc(-c2ccccc2Cl)o1)c1ccco1
7,1.1,0.67,O=C(CSCc1ccc(Cl)cc1Cl)Nc1nccs1
-33,.,.,CCOCCCn1c(=S)[nH]c2cc(C(=O)NCC(OC)OC)ccc2c1=O
.,0.58,-0.32,N#C/C(=C\c1c[nH]c2ccccc12)C(=O)Nc1ncc(Cc2ccc(Cl)cc2Cl)s1
19,2.4,1.6,CCCCn1c(SCC(=O)NCc2ccco2)nnc1-c1ccoc1C
-107,-0.23,-0.24,COC(=O)CSc1nnc(SCc2ccccc2)s1
.,-0.31,0.2,COn1c(-c2ccccc2)nc2c1CCc1c-2no[n+]1[O-]
3,0.68,0.72,Fc1cccc(NCc2cn3ccccc3n2)c1
-21,0.8,-0.35,COc1ccc(NC(=O)CSc2nnc(C3CCCCC3)n2-c2ccccc2)cc1
.,-0.08,-0.48,Cc1ccccc1Nc1nnc(SCC(=O)Nc2ccccc2[N+](=O)[O-])s1
0,.,.,O=C(C[n+]1ccc2ccccc2c1)c1cccc2ccccc12
-45,0.75,0.85,CCCCn1c(S(=O)(=O)O)nc2ccccc21
-15,-0.12,-0.49,Cc1cccc2cc(CN(CC3CCCO3)C(c3nnnn3Cc3ccco3)C(C)C)c(=O)[nH]c12 (stereo not given)
.,-1.1,-2,C(=C\c1ccccc1)/CSc1nnc(-c2ccncc2)n1Cc1ccco1
-14,0.27,0.53,CCOC(=O)C1=C(C)N(C)C(=O)NC1c1ccccc1OC (stereo not given)
-43,-0.84,-0.3,COC(=O)CSc1nc(NC(C)=O)nc(C)c1Br
-238,-0.31,-0.31,Cc1nc(N2CCN(C(=O)c3ccc(Cl)cc3)CC2)c(C#N)c2c1COC(C)(C)C2
-131,-1.5,-1.4,O=c1[nH]c(CN2CCN(c3ccccc3)CC2)nc2scc(-c3ccccc3)c12
-20,.,.,COc1cc(C(=O)NC(CCSC)C(=O)OCC(=O)C(C)(C)C)cc(OC)c1OC (stereo not given)
17,-0.18,0.54,Cc1ccc(C(=O)c2nc3c(n2O)CCCC3)cc1
6,1.3,0.99,CCN(CC)S(=O)(=O)c1ccc(OC(C)C)nc1
27,.,.,CC(=O)c1cnc(-c2ccccn2)s1
.,-0.57,-0.94,C=CCn1c(=NC(=O)c2ccccc2[N+](=O)[O-])sc2cc(S(C)(=O)=O)ccc21
0,-0.32,-0.93,CCc1cccc(C)c1NC(=O)CSc1nnc(-c2cc3cc(Br)ccc3o2)n1CC
14,.,.,Cc1ccnc(NS(=O)(=O)c2ccc(NC(=O)/C=C/c3cccs3)cc2)n1
21,-1.1,-0.85,Clc1ccccc1-c1nnc2sc(C3COc4ccccc4O3)nn12 (stereo not given)
33,.,.,Cc1ccc(N/C(=C\C(=O)c2ccccc2)C(=O)O)cc1
52,.,.,Cc1cc([N+](=O)[O-])c(NCCCCCCO)c([N+](=O)[O-])c1
-19,-0.31,-0.95,O=C(Nc1ccn(Cc2ccccc2)n1)c1cccc(Cn2cc([N+](=O)[O-])cn2)c1
19,-1.2,-0.45,C=CCn1c(-c2ccccc2)c[nH]c1=S
.,-0.03,0.11,COc1ccc(CCNC(=O)C2CC2)cc1OC
.,-0.26,-0.16,c1ccc(N2CC[N+]3(CCCC3)CC2)nc1
i,.,.,C=CCN1C(=O)c2cccc3c(N4CCCCC4)ccc(c23)C1=O
-93,0.43,1.4,NCCOc1cnn(-c2ccccc2Cl)c(=O)c1Cl
-70,-0.04,0.07,COc1ccccc1C1(CC(=O)N2CCOCC2)CCOC(C(C)C)C1 (stereo not given)
13,-1.7,-1.8,Brc1cccc(Cn2c(-c3cncs3)nc3ccccc32)c1
5,-1.3,-2,COc1ccc(S(=O)(=O)N2CCN(Cc3cccc(Cl)c3)CC2)cc1
3,2.8,2.6,COc1ccc2cc3cc(C(=O)NCC4CCCO4)oc3nc2c1 (stereo not given)
60,.,.,CCOc1ncccc1C(=O)OCC(=O)Nc1cccc(S(N)(=O)=O)c1

Further structures follow:
Insulin prom inh,sdo1 growth Rescue 24 h,sdo1 growth,structure
31,0.41,-0.31,O=C(NCc1ccco1)[C@@H]1CSC2c3ccccc3C(=O)N21 (stereo not given in full)
27,.,.,O=S(=O)(NCC(c1cccnc1)N1CCOCC1)c1ccccc1 (stereo not given)
-65,0.48,0.11,Cc1cccc2cc(CN(Cc3cccs3)Cc3nnnn3Cc3ccccc3)c(=O)[nH]c12
.,-0.33,-0.92,Cc1ccc(Cl)cc1N1CCN(C(=O)Cn2ccc3ccccc3c2=O)CC1
15,0.07,-0.32,c1ccc(-c2cc(-c3ccncc3)nc3ccc4ccccc4c23)cc1
3,-1.2,-0.72,COC(=O)c1ccc(N2CCC(C)CC2)c(N)c1
.,-0.83,-1.4,CC/C(=N\NC(=O)CSCc1ccc(Cl)cc1)c1ccc2c(c1)OCCO2
.,0.39,0.13,COc1ccc(CCNC(=O)CCCCn2c(=O)[nH]c3ccccc3c2=O)cc1OC
55,3.9,1.7,CCc1c(C)c2c(C)[nH]nc2oc1=O
-10,0.11,-0.64,CC(C)c1ccc(S(=O)(=O)N2CCN(C(=S)NCc3ccco3)CC2)cc1
2,-1.2,-1.7,CCC(C)C(=O)Nc1nc(C)c(-c2csc(Nc3ccccc3OC)n2)s1 (stereo not given)
-113,0,1.4,CCSc1nc2cc(OC)c(OC)cc2c(=O)n1CC
.,-0.45,-0.38,O=C(Cn1cc2c(n1)CCCCC2)NC1CCN(Cc2ccccc2)CC1
.,-0.32,-0.34,O=C(C[n+]1ccc(C(=O)N/N=C/c2ccc(O)cc2)cc1)c1ccccc1
.,-1.5,-0.65,Cc1cc(=O)oc(C)c1C(=O)N1CCN(C)CC1
50,-0.52,-0.78,O=C(CSc1nc2ccsc2c(=O)n1NC(=O)c1ccccc1)Nc1nccs1
-17,-0.41,-0.3,Cc1onc(-c2ccccc2Cl)c1C(=O)Nc1nnc(Cc2ccc(Cl)cc2)s1
-31,1.4,1.1,CC(C)(C)NC(=O)Cn1c(-c2nonc2N)nc2ccccc21
-36,0.98,0.36,CC1=C(C(=O)OCC(C)C)C23C(=O)c4ccccc4C2(O1)OC(N)=C3C#N (stereo not given)
-277,0.13,0.09,NC(=O)CSc1nc2ccccc2c(=O)n1Cc1ccco1
0,-1.2,-1.6,NS(=O)(=O)c1ccc(NC(=S)Nc2cc(Cl)c(Cl)cc2Cl)cc1
-46,-0.41,-0.55,C=CCn1c(SCC(=O)Nc2cccc3ccccc23)nnc1-c1cnccn1
-11,.,.,CCOC(=O)C1CCCN(C(=O)/C=C/c2ccc(OC)cc2)C1 (stereo not given)
9,-0.49,-0.34,CCSc1nc2sc3c(c2c(=O)n1CC)CC(C)(C)OC3
.,0.13,-0.17,O=C(COc1ccccc1-c1ccccc1)NCc1cccc(Cl)c1

6 entries picked at random from the list so far:
Insulin prom inh,sdo1 growth Rescue 24 h,sdo1 growth,structure
.,0.13,-0.17,O=C(COc1ccccc1-c1ccccc1)NCc1cccc(Cl)c1
-113,0,1.4,CCSc1nc2cc(OC)c(OC)cc2c(=O)n1CC
15,0.07,-0.32,c1ccc(-c2cc(-c3ccncc3)nc3ccc4ccccc4c23)cc1
31,0.41,-0.31,O=C(NCc1ccco1)[C@@H]1CSC2c3ccccc3C(=O)N21 (stereo not given in full)
0,-1.2,-1.6,NS(=O)(=O)c1ccc(NC(=S)Nc2cc(Cl)c(Cl)cc2Cl)cc1
.,0.39,0.13,COc1ccc(CCNC(=O)CCCCn2c(=O)[nH]c3ccccc3c2=O)cc1OC
